SRC3 inh: inhibits human SRC3 coactivator; hit rate 0.17% among 360,000; HEK293 GAL4-SRC3 luciferase reporter, luminescence; AID 588352; inhibition, % at 3.6 µM;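 active = inhibition above a per-campaign cutoff, the mean of all compounds plus 3 SD, cut at about 60% in these data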;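 also: 0% = DMSO-treated cells and 100% = gossypol-treated cells at 36 µM; higher means less SRC3-driven luciferase light from the GAL4 reporter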
NOD2-RIPK2 inh: NOD2-RIPK2 protein interaction inhibition | inhibition, % at 4.98 µM | CHO BLA complementation NOD2-RIPK2, CCF4 ratio | AID 624267 | hit rate 0.38% among 360,000; in the data active = inhibition above about 21%;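 also: 0% = vehicle only and 100% = reference blocker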
TROY NFkB inh: inhibitors of TROY-dependent NF-kB signaling; Q293 LMP1-TROYcd NF-kB luciferase reporter, 4 h; inhibition, % at 10 µM; hit rate 0.98% among 360,000; AID 1347056;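 active = compounds whose plate-normalised and pattern-corrected inhibition of the luciferase reporter signal at the single screening dose is 50% or more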
SRC1 inh: inhibits human SRC1 coactivator. Q15788. HEK293 GAL4-SRC1 luciferase reporter, luminescence. inhibition, % at 3.6 µM. hit rate 0.12% among 360,000;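 active = inhibition above the campaign mean plus 3 SD, with each screening campaign given its own cutoff, cut at about 60% in these data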;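 also: 0% = DMSO treated cells and 100% = gossypol at 36 µM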
Exocytosis inh: lytic granule exocytosis inhibition | TALL-104 LAMP-1 surface exposure, flow cytometry; cells stimulated with thapsigargin and PMA | inhibition, % at 10 µM | hit rate 0.66% among 360,000 | AID 651702;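 active = inhibition above about 55%, limit read from the data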
COUP-TFII inh: NR2F2 (human) inhibition, primary screen | P24468 | HEK293T NGFI-A luciferase reporter, luminescence | inhibition, % at 8.6 µM | hit rate 0.7% among 370,000;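 active = inhibition above a per-plate cutoff, mean inhibition of test wells between control levels plus 3 SD, cut at about 38% in these data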;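 also: cells cotransfected with COUP-TFII expression vector driving the NGFI-A reporter; 0% = median of COUP-TF2 test wells and 100% = reporter-only cells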
Target sequence (P24468 whole entry, looked up): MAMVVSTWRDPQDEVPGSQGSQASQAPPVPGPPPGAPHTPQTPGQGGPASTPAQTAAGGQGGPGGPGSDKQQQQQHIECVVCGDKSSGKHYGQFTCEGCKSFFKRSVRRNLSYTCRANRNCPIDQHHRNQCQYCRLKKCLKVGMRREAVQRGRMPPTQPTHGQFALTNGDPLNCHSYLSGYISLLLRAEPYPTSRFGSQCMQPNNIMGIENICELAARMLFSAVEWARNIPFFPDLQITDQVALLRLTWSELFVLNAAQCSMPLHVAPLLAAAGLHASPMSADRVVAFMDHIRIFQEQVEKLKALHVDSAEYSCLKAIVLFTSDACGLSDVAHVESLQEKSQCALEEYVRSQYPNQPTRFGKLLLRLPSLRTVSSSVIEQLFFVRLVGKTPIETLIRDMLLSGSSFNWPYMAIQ
ABHD5-PLIN5 inh: blocks binding of human ABHD5 to perilipin-5; hit rate 0.78% among 360,000; inhibition, % at 4 µM; Split G. princeps luciferase complementation, luminescence, 4 h; Q00G26+Q8WTS1;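 active = inhibition above the mean inhibition across every tested compound plus 3 SD, cut at about 22% in these data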;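 also: 0% = DMSO only wells and the 100% control is not disclosed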
LRH-1 inv ag: NR5A2 inverse agonism in reporter assay; inhibition, % at 3.6 µM; HEK293T StAR-luciferase reporter, LRH-1 transfected, 24 h; hit rate 0.13% among 360,000; O00482;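 active = inhibition above the mean inhibition of all tested compounds plus 3 SD, cut at about 73% in these data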;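 also: 0% = DMSO wells and 100% = reporter-only cells lacking LRH-1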
Target sequence (O00482 whole entry, looked up): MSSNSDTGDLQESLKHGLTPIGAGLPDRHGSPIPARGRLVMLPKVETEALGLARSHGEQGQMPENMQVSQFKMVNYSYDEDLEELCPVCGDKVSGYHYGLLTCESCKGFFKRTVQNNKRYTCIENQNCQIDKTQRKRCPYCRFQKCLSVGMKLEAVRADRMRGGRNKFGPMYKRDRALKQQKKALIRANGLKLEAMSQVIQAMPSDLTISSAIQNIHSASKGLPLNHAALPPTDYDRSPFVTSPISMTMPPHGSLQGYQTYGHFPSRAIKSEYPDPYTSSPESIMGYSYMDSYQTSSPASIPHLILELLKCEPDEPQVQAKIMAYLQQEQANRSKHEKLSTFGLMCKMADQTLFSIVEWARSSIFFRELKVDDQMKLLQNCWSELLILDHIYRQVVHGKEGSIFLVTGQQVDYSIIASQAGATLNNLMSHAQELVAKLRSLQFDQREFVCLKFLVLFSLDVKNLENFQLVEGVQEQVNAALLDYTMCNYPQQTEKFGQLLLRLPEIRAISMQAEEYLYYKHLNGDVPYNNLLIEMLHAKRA
TLR9-MyD88 block: inhibitors of human TLR9-MyD88 binding | hit rate 0.21% among 340,000 | inhibition, % at 4.98 µM | AID 504734 | CHO BLA complementation TLR9-MyD88, CCF4 FRET ratio;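 active = inhibition above the mean over all tested compounds plus 3 SD, cut at about 21% in these data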;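 also: 0% = DMSO only wells and 100% = clavulanate BLA inhibitor control wells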
TWEAK-Fn14 inh: blocks TWEAK-Fn14 interaction in a reporter cell assay; hit rate 2% among 360,000; inhibition, % at 10 µM; AID 1159606; TWEAK-stimulated Fn14 reporter cells, luciferase luminescence, 8 h; in the data active = inhibition above about 50%
SRC2 inh: inhibits human steroid receptor coactivator 2. inhibition, % at 9 µM. hit rate 0.17% among 370,000. Q15596. HEK293 GAL4-SRC2 luciferase reporter, luminescence;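 active = inhibition above the mean inhibition of all tested compounds plus 3 SD, set per campaign, cut at about 52% in these data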;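 also: 0% = DMSO treated cells and 100% = cells given Gossypol at 36 µM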
The depositor's hits bear a star; · = not tested or not shown. Only part of the results is shown; count on the stated rates, not on these rows.

SMILES	SRC3 inh	NOD2-RIPK2 inh	TROY NFkB inh	SRC1 inh	Exocytosis inh	COUP-TFII inh	ABHD5-PLIN5 inh	LRH-1 inv ag	TLR9-MyD88 block	TWEAK-Fn14 inh	SRC2 inh
Cc1ccc(OCCCCNC(C)(C)C)c([N+](=O)[O-])c1	21	1	-48	21	7	12	14	-13	0	22	-26
CC(C)CC(NC(=O)OC(C)(C)C)c1cn([C@@H](CCCCNC(=O)OC(C)(C)C)C(=O)N2CCN(C(=O)OC(C)(C)C)CC2)nn1 (stereo not given in full)	11	3	-12	2	-12	17	8	11	8	0	14
Cc1cc(/C=N/O)c(C)n1-c1cccc(Cl)c1	10	-10	13	-9	4	-2	-11	7	6	6	-14
C=CC[n+]1c(-c2ccccc2)csc1NC(C)(C)C	-5	-18	-10	8	-3	-4	-1	1	-2	-18	8
O=C(O)c1cccc(Cn2c(Cl)c(/C=N/NC(=O)c3cccc(O)c3)sc2=O)c1	0	-6	-17	4	-3	-4	6	-10	-9	0	-3
O=C(Nc1cccc(F)c1)NC1CC2CCCC(C1)N2C1CC1 (stereo not given)	-17	-11	-3	-1	-1	-12	3	0	-4	22	11
Cc1cc(C(=O)CSc2n[nH]c(N)n2)c(C)n1-c1cc(F)ccc1F	-38	0	-15	-45	3	-17	0	-65	-9	-9	12
CCNC(=S)NC1CC2CCCC(C1)N2Cc1ccc(C)cc1 (stereo not given)	9	4	-19	15	0	13	9	-2	0	-20	18
O=C(COc1ccc2ccccc2c1)NC1CC1	-62	2	-58	-62	2	-28	1	-78	-7	-26	-43
Cn1c(SCc2n[nH]c(=S)n2-c2ccccc2)nnc1-c1ccccc1	2	6	-21	13	-2	0	5	-7	-1	-16	21
COc1cc(-c2cc3nc(NCCc4ccc(S(N)(=O)=O)cc4)ccn3n2)cc(OC)c1OC	-1	6	-24	4	15	-44	1	19	·	19	-28
Cn1c(=O)[nH]c(=O)c2c1nc(Br)n2Cc1cccc(Br)c1	10	-3	19	1	12	19	-3	10	9	14	-16
CCOC(=O)C1CC(C)=C(C)CC1C(=O)O (stereo not given)	5	-2	0	-38	-14	-17	5	2	-11	12	-19
CCOc1ccc(N2CC(O)=C(c3ccccc3)C2=N)cc1	11	-11	-5	-3	3	4	0	-12	-5	-10	-43
CCCNC(=S)N1CCN(c2nc(C)nc3sc4c(c23)CCCC4)CC1	2	-2	16	-2	1	2	0	16	6	14	-2
O=C(NC(=S)N1CCCC1)c1ccccc1	6	-13	-2	7	-1	-11	-9	23	7	6	0
COc1ccc(N2C(=NC(C)=O)SC3CS(=O)(=O)CC32)cc1OC (stereo not given)	-6	-4	-16	-17	-1	17	-8	-8	-4	-11	3
NC(=O)N(CCC(=O)O)c1ccccc1	1	0	2	4	-2	-20	-1	0	5	-15	-40
Cc1cc(C(F)(F)F)nn1CC(=O)NNC(=S)Nc1ccc(Cl)cc1	-27	-7	7	-5	-1	10	-4	6	-2	6	8
S=C(NCc1ccccn1)Nc1ccccc1	10	-8	-15	-5	-3	-18	-3	-4	6	1	-12
Cc1cccc(CN2CCN(CC(=O)N3CCCC3)C2=O)c1	3	0	-6	8	-4	-11	-2	11	2	5	-22
Cc1ccc(S(=O)(=O)NCC2CCC(C(=O)NCc3ccc4c(c3)OCO4)CC2)cc1 (stereo not given)	10	-1	3	2	-1	8	4	12	-10	-6	-9
COc1ccc(-c2nnc(SC(C)C(=O)NCc3ccc4c(c3)OCO4)n2Cc2ccco2)cc1 (stereo not given)	21	2	14	1	5	0	11	18	-5	-3	-30
COc1cc(C)ccc1OCCOCCOc1ccccc1[N+](=O)[O-]	0	-7	-18	-18	-2	-14	-6	-3	8	-27	-30
CCN(CC(O)CON=C1c2ccccc2-c2ccccc21)S(=O)(=O)c1ccc(C)cc1 (stereo not given)	22	-10	36	10	10	24	-4	7	-11	48	-18
Cc1cn(Cc2ccccc2Cn2cc(C)c(=O)[nH]c2=O)c(=O)[nH]c1=O	16	-10	20	25	0	-6	13	4	8	-11	-5
CCCc1cc(C(=O)Nc2c(C)n(C)n(-c3ccccc3)c2=O)no1	-19	-32	6	-1	-4	3	5	20	3	-7	16
CC1CN(C(=O)Nc2ccc3c(c2)OCCO3)CC(C)O1 (stereo not given)	2	5	-73	13	0	3	4	-22	-2	6	11
N#CCc1ccc(NS(=O)(=O)c2cccs2)cc1	9	3	-1	-3	-1	4	2	13	0	6	-21
O=C(Cc1ccc(Cl)cc1)NCCCNC(=O)c1cccnc1	-6	-9	11	-16	-13	-32	-2	12	-10	24	-1
Cc1ccccc1CNC(=O)C(=O)NCC1CCCN1S(=O)(=O)c1cccs1 (stereo not given)	14	-1	6	2	-3	12	-3	-7	6	12	-13
NC(COCc1ccccc1)c1csc(NC(=O)Nc2cccc(C(F)(F)F)c2)n1 (stereo not given)	14	11	-1	9	-9	-3	-1	16	·	-15	-16
Cc1ccc(C(=O)N2CCN(S(=O)(=O)c3ccccc3)CC2)s1	-6	-5	9	6	-1	1	-10	-4	-9	-3	1
C=CCN(C(=O)CNC(=O)c1ccco1)C(C(=O)NC1CCCC1)c1ccc(OC)cc1 (stereo not given)	-11	1	3	-3	-7	13	-4	-19	0	-10	-19
Cc1ccc(NNC(=O)c2ccc(Cl)cc2)nn1	12	-4	-1	0	1	1	-4	6	4	10	-10
COc1ccc(NC(=O)C2Cc3c(-c4cccc(NC(C)=O)c4)ccnc3O2)cc1 (stereo not given)	1	-2	33	-3	4	-60	2	14	·	11	14
O=C(c1ccco1)N1CCN(Cc2cc(=O)c(OCc3ccc([N+](=O)[O-])cc3)co2)CC1	16	-38	-12	-18	4	3	3	-7	-4	6	-12
Cc1nnc(NC(=O)C2CCCN(S(=O)(=O)c3ccccc3C(F)(F)F)C2)s1 (stereo not given)	2	0	-10	-3	0	-2	-5	-26	-3	-1	-13
COC(=O)C1(C(=O)OC)C[C@H](c2ccc(OC)cc2)N(Cc2ccccc2OC)[C@@H]1c1ccccc1	·	-3	·	·	-8	-3	-9	38	·	·	0
CCCSc1nc2sc3c(c2c(=O)n1CC)CC(C)(C)OC3	9	-2	12	13	-3	10	-2	41	-3	-2	-2
O=C(CSc1cccc[n+]1[O-])Nc1ccc(C(F)(F)F)cc1[N+](=O)[O-]	21	-2	-1	-14	-1	5	-3	29	-7	-5	-12
CCCCc1nnc(NC(=O)c2ccc3c(=O)n4c(nc3c2)CCC4)s1	12	-8	-10	1	0	-24	4	9	1	-2	-49
CC(=O)Oc1ccc(/C=N\NC(=O)c2cc3c(ccc4ccccc43)o2)cc1	14	-11	5	3	-7	-18	-2	-23	-1	-26	1
CCc1ccc(N2CC(C(=O)N/N=C/c3cc([N+](=O)[O-])ccc3O)CC2=O)cc1 (stereo not given)	40	7	13	10	-1	0	2	9	·	9	-22
CSc1nnc(-c2sc3cc(C(F)(F)F)cnc3c2-c2ccccn2)n1C	2	-10	-4	-4	3	-2	-2	-16	8	4	-7
COc1cc(NC(=O)C2CCCCC2)c(OC)cc1NC(=O)c1ccccc1	-6	-1	0	1	-6	0	5	3	-2	-3	3
Cc1ncc(C[n+]2csc(CCOC(=O)CC3C4CC5CC(C4)CC3C5)c2C)c(N)n1 (stereo not given)	8	-9	2	10	0	-10	-4	13	1	-13	4
C=CC[C@]12CCc3sccc3C1N(c1ccc(C(=O)OCC)cc1)C2=O (stereo not given in full)	-11	0	-2	3	-2	-18	-10	-9	-1	-9	2
Cc1ccnn1CC(=O)N/N=C/c1cn[nH]c1-c1ccc(F)cc1	-8	-2	-12	-14	3	7	0	-2	-7	-10	16
COc1ccc(/C=N/NC(=O)c2ccc(=O)[nH]n2)cc1OC	-4	5	-11	5	-8	-7	-2	6	12	-19	-29
O=C(CC1Sc2ccccc2NC1=O)Nc1ccccc1[N+](=O)[O-] (stereo not given)	10	-8	-8	10	0	-4	1	-2	-20	-9	-13
CC1(C)CC(=O)C(N=Nc2ccc(F)cc2)=C(O)C1	-25	2	-45	-41	-1	-21	-7	12	-8	-35	-62
Cc1nc2c(C#N)c(C)[nH]n2c(=O)c1Cc1ccccc1	15	6	31	0	7	11	-6	-27	0	64*	9
O=S(=O)(c1ccc2oc3ccccc3c2c1)N1CCCC1	-16	-5	-3	-5	-1	8	-3	1	-8	-1	-13
COc1ccc(C(=O)Oc2cc(/C=N/NS(=O)(=O)c3ccccc3)ccc2OC)cc1	8	-4	-2	-2	-22	4	-5	-1	0	-6	13
CCOC(=O)c1ccc(-c2ccc(/C=N/NC(=O)c3cncc(Br)c3)o2)cc1	-39	-12	12	-30	36	5	7	-36	·	-6	-3
Clc1cccc(Cl)c1Cn1cnc(=NCc2ccco2)c2[nH]cnc21	-13	3	-15	-3	0	2	0	0	3	-9	-38
COc1ccc(-n2ncc3c2CC(C)(C)CC3NC(=O)c2ccoc2C)cc1 (stereo not given)	-13	-4	-30	4	-2	9	5	9	-2	1	10
Nn1c(SCC(=O)Nc2ccc(Oc3ccccc3)cc2)nnc1C1CC1	22	6	-3	-4	-1	10	-3	-4	5	6	-12
O=C1CNC(=O)N1	8	3	4	-6	-3	4	5	1	13	7	13
Other compounds follow:
SMILES	SRC3 inh	NOD2-RIPK2 inh	TROY NFkB inh	SRC1 inh	Exocytosis inh	COUP-TFII inh	ABHD5-PLIN5 inh	LRH-1 inv ag	TLR9-MyD88 block	TWEAK-Fn14 inh	SRC2 inh
CC1Cc2cc(-c3csc(NC(=O)Cc4cccs4)n3)ccc2N1S(C)(=O)=O (stereo not given)	64*	-3	75*	53	26	81*	3	62	10	101*	11
COc1ccc(S(=O)(=O)N2CCCCCC2)cc1C(=O)N(C)Cc1ccc(C)cc1	-7	-1	-6	6	-4	7	-2	-9	-5	11	-11
COc1ccc([N+](=O)[O-])cc1NC(=O)CSCc1ccccc1C	3	-3	5	-32	2	11	4	15	1	2	6
O=C(CSc1nc(-c2ccc(F)cc2)nc2c1Cc1ccccc1O2)Nc1cccc(C(=O)O)c1	16	-18	-3	-17	6	-9	13	21	7	20	10
O=C(CCc1nnc2n(Cc3ccc(F)cc3)c(=O)c3ccccc3n12)NCCN1CCOCC1	14	-16	5	-7	-6	-5	3	10	-10	-14	-2
COc1ccc(CCN2CCCn3c2nc2c3c(=O)n(C)c(=O)n2C)cc1OC	8	6	13	-12	-9	-8	1	13	0	19	-18
CCN(CC)CCNC(=O)Cn1c(-c2ccccn2)nc2ccccc21	3	7	3	13	4	-15	2	1	-1	-4	-18

Bioassay records from PubChem.
